Compound activity (PubChem)
SENP8 block-1: SENP8 protease inhibition; AID 2540; purified SENP8, Z-RLRGG-aminoluciferin cleavage, luminescence; actives 1.2% (n = 330,000); Q96LD8; inhibition, % at 10 µM; in the data active means inhibition above about 50%
Target sequence (Q96LD8 whole entry, looked up): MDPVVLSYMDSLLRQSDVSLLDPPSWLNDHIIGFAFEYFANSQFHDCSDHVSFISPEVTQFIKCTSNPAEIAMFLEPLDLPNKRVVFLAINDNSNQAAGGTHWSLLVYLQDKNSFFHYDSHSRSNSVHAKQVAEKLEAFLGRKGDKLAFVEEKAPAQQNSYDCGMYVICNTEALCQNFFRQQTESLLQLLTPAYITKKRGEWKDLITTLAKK
SENP6 block: SENP6 protease inhibition; Q9GZR1; Recombinant SENP6 catalytic domain, aminoluciferin luminescence; inhibition, % at 10 µM; actives 1.8% (n = 330,000); AID 2599;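 active means inhibition above about 50% at the single tested dose, limit read from the data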;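 further: plate controls were DMSO wells with enzyme for no effect and DMSO wells lacking enzyme for full effect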
SENP1 inh: inhibitors of human SENP1 SUMO protease catalytic domain; AID 624204; actives 0.21% (n = 360,000); inhibition, % at 10 µM; recombinant SENP1 catalytic domain, CyPet-SUMO1-YPet FRET cleavage;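 active means inhibition at least 30% at 10 µM, raw YFP signal under a set limit, fluorescence ratio 0.5 to 1.5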;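 further: 0% = enzyme with DMSO and 100% = no enzyme wells; some results filed as inactive read as strong as hits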
Target sequence (Q9P0U3 419-644 limits assumed): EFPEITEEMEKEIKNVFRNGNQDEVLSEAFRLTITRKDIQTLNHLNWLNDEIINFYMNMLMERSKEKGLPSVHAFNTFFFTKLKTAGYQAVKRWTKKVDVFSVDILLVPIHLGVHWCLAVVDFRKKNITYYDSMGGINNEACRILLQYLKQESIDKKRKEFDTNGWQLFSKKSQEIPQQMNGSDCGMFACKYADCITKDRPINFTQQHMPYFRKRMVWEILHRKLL
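Compound: 10 µM single point, 0.5% DMSO; Test system: hSENP1 catalytic domain, recombinant; Timing: 50 min reaction at room temperature; Technique: FRET, CFP and YFP emission; Control set: no-enzyme wells low, DMSO-plus-enzyme wells high control.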
Apaf1 inhib: human Apaf-1 inhibition; O14727; reconstituted apoptosome caspase-3 activity, DEVD-Rh110 fluorescence; inhibition, % at 20 µM; actives 0.71% (n = 330,000); AID 489030; active means inhibition of at least 40% at 20 µM;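 further: plate controls were DMSO wells for no effect and DEVD-CHO caspase inhibitor wells for full effect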
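Assay system – apoptosome proteins · Medium – Hepes buffer, pH 7.5 · Also added – cytochrome c with DEVD-Rh110 · Timing – 30 min compound preincubation, 50 min activation, room temperature · Detection – Rh110 fluorescence, excitation 480 nm, emission 540 nm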
PfGluPho inh: PfG6PD (Plasmodium falciparum) enzyme inhibition | inhibition, % at 20 µM | PfGluPho enzyme, NADPH resazurin-diaphorase fluorescence | actives 0.78% (n = 350,000);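 active means inhibition reaching at least a set limit at 20 µM in the primary screen, cut at about 59% in these data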;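 further: 0% = DMSO wells with substrate and 100% = DMSO wells lacking glucose-6-phosphate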
SENP7 inh: inhibitors of human SENP7 protease; recombinant SENP7, Z-RLRGG-aminoluciferin luminescence, 40 min; inhibition, % at 5 µM; Q9BQF6; actives 1.5% (n = 330,000);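 active means inhibition above about 50% at the single test dose, limit read from the data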;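 further: plate controls were DMSO with enzyme for no effect and no enzyme buffer wells for full effect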
Target sequence (Q9BQF6 706-1050 limits assumed): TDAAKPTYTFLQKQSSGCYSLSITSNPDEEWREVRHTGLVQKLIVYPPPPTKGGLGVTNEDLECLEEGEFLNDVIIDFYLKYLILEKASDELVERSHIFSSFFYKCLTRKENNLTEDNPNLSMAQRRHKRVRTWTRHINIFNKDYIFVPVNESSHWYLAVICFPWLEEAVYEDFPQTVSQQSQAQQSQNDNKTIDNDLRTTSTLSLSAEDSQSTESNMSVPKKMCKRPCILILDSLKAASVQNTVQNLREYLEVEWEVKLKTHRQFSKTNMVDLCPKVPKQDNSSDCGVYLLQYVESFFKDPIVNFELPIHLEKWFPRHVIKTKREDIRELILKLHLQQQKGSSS
HKDC1 inh: HKDC1 (human) hexokinase inhibition | inhibition, % at 20 µM | Q2TB90 | recombinant HKDC1, G6PDH/diaphorase resazurin coupled fluorescence | actives 0.16% (n = 340,000) | AID 493160;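 active means inhibition above about 35% when tested at 20 µM, limit read from the data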;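 further: plate controls were DMSO wells with enzyme for no effect and DMSO wells lacking enzyme for full effect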
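Test system: recombinant HKDC1 (HK5) hexokinase enzyme, produced in-house / Doses: 20 µM test compound, 1% DMSO / Timing: 90 min, room temperature / Detection: G6PDH/diaphorase-coupled fluorescence, 1 mM NADP, 100 µM resazurin, 525/613 nm / Control set: DMSO wells with and without enzyme mix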
SENP8 block-2: inhibitors of human SENP8 protease | AID 602440 | actives 0.64% (n = 360,000) | Q96LD8 | inhibition, % at 20 µM | recombinant SENP8, Nedd8 substrate fluorescence; in the data active means inhibition mostly above about 40%, no sharp cut-off; inactive means mostly below about 27%
Active calls of the source: *; / = not tested or not shown.

Abbreviations – A = SENP8 block-1; B = SENP6 block; C = SENP1 inh; D = Apaf1 inhib; E = PfGluPho inh; F = SENP7 inh; G = HKDC1 inh; H = SENP8 block-2
> NC(=O)C1CCN(C(=O)CSc2ccccn2)CC1
  A: -2 | B: -3 | C: -24 | D: -1 | E: 13 | F: -1 | G: 0 | H: 7

> ClC(Cl)c1nnc(-c2ccccc2)c(-c2c[nH]c3ccccc23)n1
  A: -1 | B: 1 | C: -13 | D: 15 | E: 3 | F: -5 | G: -7 | H: 3

> Cc1cccc(-n2nc(C(=O)Nc3ccccc3)n3c(=O)cc(-c4ccccc4)nc23)c1
  A: -1 | B: -14 | C: 2 | D: 7 | E: 0 | F: 5 | G: 2 | H: -40

> Cc1ccc(SCc2ccc(C(=O)Nc3cccc([N+](=O)[O-])c3C)cc2)cc1
  A: -10 | B: -12 | C: -1 | D: 3 | E: -8 | F: -12 | G: -8 | H: 15

> COc1ccccc1OCCOC(=O)Nc1ccccc1
  A: -13 | B: 7 | C: 4 | D: 1 | E: -5 | F: -5 | G: -6 | H: -3

> C[N+]1(CCCCCCC(=O)/C=N/O)CCCCCC1
  A: 1 | B: -3 | C: 0 | D: 3 | E: -4 | F: -6 | G: -2 | H: 5

> CN(C(=O)CSc1nc2c(c(=O)[nH]1)CCCC2)C1CCCCC1
  A: -6 | B: 8 | C: 2 | D: -11 | E: 8 | F: -6 | G: 3 | H: 5

> O=C(N/C(=C/c1ccc(Br)cc1)c1nc2ccccc2[nH]1)c1ccco1
  A: -2 | B: 0 | C: -2 | D: -16 | E: -15 | F: 7 | G: -5 | H: -266

> CCC(c1nnnn1Cc1ccc2c(c1)OCO2)N1CCN(c2ccccc2)CC1 (stereo not drawn)
  A: 3 | B: 0 | C: 2 | D: 8 | E: 12 | F: 1 | G: 0 | H: 20

> CN(C(=O)C(Cl)Cl)C1CC2C=CC1C2 (stereo not drawn)
  A: -9 | B: -83 | C: 3 | D: -6 | E: -2 | F: 0 | G: -5 | H: 16

> O=C(NCCCN1CCOCC1)c1cc(-c2ccccc2)nc2ccccc12
  A: 22 | B: -5 | C: -1 | D: -3 | E: -12 | F: -4 | G: -6 | H: -19

> O=C(NC1CCCC1)C(c1ccc(N2CCOCC2)cc1)N(C(=O)c1ccco1)c1ccccc1F (stereo not drawn)
  A: -7 | B: -26 | C: 2 | D: 3 | E: 1 | F: -9 | G: 17 | H: 8

> O=C(NN1C(=O)c2ccccc2NC1c1ccoc1)c1ccc([N+](=O)[O-])cc1 (stereo not drawn)
  A: -8 | B: -13 | C: 2 | D: 5 | E: -2 | F: 0 | G: 3 | H: 10

> COc1ccc(S(=O)(=O)n2nc(OC(=O)C3CCCCC3)cc2N)cc1
  A: 13 | B: -6 | C: 5 | D: 12 | E: 4 | F: -1 | G: 13 | H: 5

> Cc1nc2cc3nc(C)sc3cc2s1
  A: -4 | B: -12 | C: -2 | D: -4 | E: 58 | F: -4 | G: 0 | H: 10

> Cc1ccc(/C=C/S(=O)(=O)NCC(=O)OCC(=O)N2CC(=O)Nc3ccccc32)cc1
  A: 9 | B: 3 | C: 1 | D: -10 | E: 0 | F: 4 | G: -2 | H: 25

> O=C(CNC(=O)c1ccccc1)NCc1ccc(Cl)cc1
  A: -18 | B: -30 | C: 0 | D: 10 | E: 8 | F: -6 | G: 9 | H: 2

> O=C(NC1CCN(C(=S)NCc2ccco2)CC1)C1CCCCC1
  A: -7 | B: -51 | C: 0 | D: -16 | E: -10 | F: -2 | G: -5 | H: -2

> O=C1CS/C(=N/N=C/c2ccccc2)N1c1ccc(O)cc1
  A: -1 | B: -19 | C: 3 | D: -3 | E: -14 | F: -10 | G: 2 | H: 15

> COC(=O)c1ccc(C(=O)OC)c(NC(=O)COC(=O)C2CCCCC2)c1
  A: 0 | B: 14 | C: 2 | D: 1 | E: -12 | F: 2 | G: 0 | H: -110

Copied from the list.
Reading for Cc1ccc(/C=C/S(=O)(=O)NCC(=O)OCC(=O)N2CC(=O)Nc3ccccc32)cc1 in Apaf1 inhib: -10
Reading for O=C(CNC(=O)c1ccccc1)NCc1ccc(Cl)cc1 in Apaf1 inhib: 10
Reading for O=C(NCCCN1CCOCC1)c1cc(-c2ccccc2)nc2ccccc12 in HKDC1 inh: -6
Reading for COC(=O)c1ccc(C(=O)OC)c(NC(=O)COC(=O)C2CCCCC2)c1 in Apaf1 inhib: 1
Reading for COc1ccc(S(=O)(=O)n2nc(OC(=O)C3CCCCC3)cc2N)cc1 in SENP7 inh: -1

Other results follow.
Abbreviations – A = SENP8 block-1; B = SENP6 block; C = SENP1 inh; D = Apaf1 inhib; E = PfGluPho inh; F = SENP7 inh; G = HKDC1 inh; H = SENP8 block-2
> O=C1COc2ccc3ccccc3c21
  A: 1 | B: -2 | C: 3 | D: 5 | E: -1 | F: 2 | G: 4 | H: -37

> CCOC(=O)C(=CNc1ccccc1N1CCOCC1)C(=O)OCC
  A: 2 | B: -11 | C: 0 | D: -16 | E: -3 | F: 2 | G: 1 | H: -286

> CCCn1c(O)c(N=NC(=O)CNC(=O)c2ccncc2)c2ccccc21
  A: -5 | B: -18 | C: 2 | D: 5 | E: -9 | F: 10 | G: -7 | H: 18

> O=C(N/N=C/c1cccnc1)c1ccccc1OCc1cccc(Br)c1
  A: -13 | B: -13 | C: 1 | D: 10 | E: 7 | F: -7 | G: -39 | H: 10

> CCCCOC(=O)Nc1ccc(C(=O)OCCC)cc1
  A: -4 | B: 9 | C: 2 | D: 25 | E: 13 | F: 8 | G: -16 | H: 13

> CC(=O)N/C(=C\c1ccccc1)C(=O)OCC(=O)Nc1cc(S(=O)(=O)N(C)C)ccc1C
  A: -1 | B: 5 | C: 9 | D: 1 | E: 3 | F: -7 | G: 2 | H: -15

> Cc1ccc(C(=O)Nc2nc3ccccc3n3nnnc23)cc1
  A: -2 | B: -8 | C: 0 | D: 5 | E: 3 | F: 4 | G: -14 | H: 1

> COc1cccc(OCC(=O)NNC(=O)C(=O)Nc2cccc(C)c2)c1
  A: 1 | B: 7 | C: -1 | D: 13 | E: -23 | F: 5 | G: 5 | H: 7

> N#C/C(=C\c1cn[nH]c1-c1ccc(Cl)cc1)C(=O)NC1CC1
  A: 5 | B: 10 | C: 1 | D: 6 | E: -13 | F: 7 | G: 0 | H: 11

> COc1ccc(NS(=O)(=O)c2cccc(C(=O)NCC(c3ccc(OC)cc3)N3CCCCC3)c2)cc1 (stereo not drawn)
  A: / | B: / | C: -4 | D: / | E: -10 | F: / | G: 0 | H: -1

> Cc1cc(Cl)ccc1NC(=O)CSc1nnc(Cc2cccs2)n1Cc1ccco1
  A: -9 | B: -10 | C: -21 | D: 28 | E: 26 | F: -8 | G: 6 | H: 2

> COC(=O)C1CCN(C(=O)COC(=O)C2CCN(S(=O)(=O)c3ccc4c(c3)OCCO4)CC2)CC1
  A: -6 | B: 7 | C: 0 | D: -9 | E: -1 | F: -7 | G: -16 | H: 5

> CCCN1CNc2c(c(=O)[nH]c(=S)n2CCc2ccc(OC)c(OC)c2)C1
  A: 8 | B: 10 | C: -14 | D: -6 | E: -3 | F: 10 | G: -4 | H: -10

> CCC(=O)Nc1ccc(-c2nn3c(C)nnc3s2)cc1C
  A: -10 | B: 2 | C: 4 | D: -6 | E: -6 | F: 1 | G: -8 | H: -21

> COc1ccc(OC)c(CCNC(=O)C2CCN(c3ncnc4c3nc3n4CCCCC3)CC2)c1
  A: 5 | B: 15 | C: 0 | D: 9 | E: -28 | F: 15 | G: 7 | H: 10

> O=C(Nc1ccccc1C(=O)OCC(=O)N1CCc2ccccc2C1)c1ccco1
  A: 0 | B: -8 | C: -1 | D: 34 | E: 1 | F: 6 | G: -1 | H: -149

> O=C(COc1ncnc2ccccc12)N1CCN(C(=O)c2ccco2)CC1
  A: -16 | B: -37 | C: 0 | D: 16 | E: -15 | F: -12 | G: 0 | H: 34

> COc1cccc(NC(=S)N(Cc2ccc(Cl)cc2)Cc2ccc(C(=O)O)cc2)c1
  A: 2 | B: -9 | C: 0 | D: 3 | E: 3 | F: 2 | G: -7 | H: 4

> COC(=O)c1cc2c(-c3ccccc3)c(C)c3ccccn3c-2c1C(=O)OC
  A: 2 | B: 9 | C: -24 | D: 22 | E: 46 | F: 1 | G: 2 | H: 6

> O=C(CCNC(=O)OCc1ccccc1)NC1CCCCCC1
  A: 3 | B: -7 | C: 0 | D: -10 | E: 1 | F: -5 | G: -15 | H: 13

> O=C(/C=C/c1ccccc1)c1cc(Br)ccc(=O)c1O
  A: 3 | B: 23 | C: 17 | D: 11 | E: 49 | F: 3 | G: 16 | H: 7

> COc1ccc(C(=O)NCC(=O)OCc2ccc([N+](=O)[O-])cc2)cc1
  A: 2 | B: -23 | C: -2 | D: -70 | E: -7 | F: -29 | G: 9 | H: 22

> NC(=O)C1CCCN(C(=O)c2ccc(-c3cccc(Cl)c3Cl)o2)C1 (stereo not drawn)
  A: 0 | B: 8 | C: 0 | D: 17 | E: -1 | F: 2 | G: 5 | H: 1

> CCOC(=O)c1[nH]c2c(c1-c1ccc(OC)cc1)C(=O)CC(c1ccc(OC)c(OC)c1)C2 (stereo not drawn)
  A: -17 | B: -6 | C: -3 | D: 4 | E: 5 | F: 8 | G: 5 | H: -35

> Cc1cccc(C(=O)OCC(=O)N2CCCCCC2)c1C
  A: 3 | B: -8 | C: 0 | D: 1 | E: -17 | F: -1 | G: -3 | H: 16

> CN(C)C(=O)CCc1nc(-c2ccc(C(C)(C)C)cc2)no1
  A: 1 | B: -12 | C: 0 | D: 6 | E: 1 | F: -6 | G: -9 | H: 8

> COc1ccc(N2CCN(S(=O)(=O)c3ccc(OC)c(C(=O)N4CCCCC4)c3)CC2)cc1
  A: 2 | B: -2 | C: -1 | D: -2 | E: -1 | F: -7 | G: -7 | H: 1

> CCOC(=O)C1=C(COC(=O)COc2ccccc2C#N)NC(=O)NC1C (stereo not drawn)
  A: 9 | B: 6 | C: 6 | D: -1 | E: -1 | F: 1 | G: 0 | H: 20

> Cc1oc2c(c1C(=O)N1CCOCC1)C(=O)c1ccccc1C2=O
  A: 38 | B: 69* | C: 4 | D: 66* | E: 38 | F: 39 | G: 8 | H: 61*

> CCCN1CCc2c(sc(NC(=S)NC(=O)c3ccccc3)c2C#N)C1
  A: 2 | B: 8 | C: -37 | D: 23 | E: 33 | F: 8 | G: -4 | H: -310

> COc1ccc(C2=NOC(Cn3nc(-c4ccccc4)cc3C(=O)O)C2)cc1 (stereo not drawn)
  A: -8 | B: -14 | C: 3 | D: -1 | E: -4 | F: -11 | G: -1 | H: 14

> Cc1ccc(S(=O)(=O)NNC(=S)Nc2cccc(C)c2C)cc1
  A: -7 | B: -9 | C: 2 | D: -8 | E: -17 | F: -5 | G: 0 | H: 14

> COc1ccc(C(=O)CCC(=O)N2CCN(c3ccc(C)cc3)C(C)C2)cc1 (stereo not drawn)
  A: 2 | B: -6 | C: 1 | D: 9 | E: -2 | F: -5 | G: -4 | H: 10

Compound profiles (already shown):
`O=C(NC1CCCC1)C(c1ccc(N2CCOCC2)cc1)N(C(=O)c1ccco1)c1ccccc1F` (stereo not drawn) in the list: SENP8 block-1 = -7; SENP6 block = -26; SENP1 inh = 2; Apaf1 inhib = 3; PfGluPho inh = 1; SENP7 inh = -9; HKDC1 inh = 17; SENP8 block-2 = 8
`O=C(Nc1ccccc1C(=O)OCC(=O)N1CCc2ccccc2C1)c1ccco1` in the list: SENP8 block-1 = 0; SENP6 block = -8; SENP1 inh = -1; Apaf1 inhib = 34; PfGluPho inh = 1; SENP7 inh = 6; HKDC1 inh = -1; SENP8 block-2 = -149
